From PubChem
TAAR1 antagonist: human TAAR1 antagonism; Q96RJ0; CHO RD-HGA16 TAAR1, Fluo-8 calcium fluorescence, antagonist; inhibition, % at 3 µM; 360,000 tested, 1.5% active; AID 624466;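 active = inhibition above a per-plate cutoff, the mean inhibition of test compounds on that plate plus 3 SD, cut at about 49% in these data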;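 note: 0% = DMSO plus EC80 beta-PEA response and 100% = DMSO alone without agonist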
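Test system – hTAAR1-expressing CHO RD-HGA16 cells, Gα16-coupled · Also added – β-PEA at EC80 concentration, post-compound challenge · Compound – 3 µM, single point · Incubation – dye loading 75 min at 37 °C, then 30 min room temperature · Measured by – Fluo-8 intracellular calcium dye fluorescence, real-time kinetic reads · Benchmarks – vehicle and agonist controls · Replicates – singlicate, one well per test compound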
M4 PAM: potentiates acetylcholine response at human M4 receptor. activation, % at 3 µM. CHO-K1 hM4/Gqi5, Fluo-8 calcium fluorescence, ACh EC20; 0% = ACh EC20, 100% = maximal ACh. AID 624126. 360,000 tested, 0.4% active;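 active = activation above its plate's cutoff, the mean activation of sample wells plus 3 SD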; note: some results filed as inactive read as strong as hits
Target sequence (P08173 whole entry, looked up): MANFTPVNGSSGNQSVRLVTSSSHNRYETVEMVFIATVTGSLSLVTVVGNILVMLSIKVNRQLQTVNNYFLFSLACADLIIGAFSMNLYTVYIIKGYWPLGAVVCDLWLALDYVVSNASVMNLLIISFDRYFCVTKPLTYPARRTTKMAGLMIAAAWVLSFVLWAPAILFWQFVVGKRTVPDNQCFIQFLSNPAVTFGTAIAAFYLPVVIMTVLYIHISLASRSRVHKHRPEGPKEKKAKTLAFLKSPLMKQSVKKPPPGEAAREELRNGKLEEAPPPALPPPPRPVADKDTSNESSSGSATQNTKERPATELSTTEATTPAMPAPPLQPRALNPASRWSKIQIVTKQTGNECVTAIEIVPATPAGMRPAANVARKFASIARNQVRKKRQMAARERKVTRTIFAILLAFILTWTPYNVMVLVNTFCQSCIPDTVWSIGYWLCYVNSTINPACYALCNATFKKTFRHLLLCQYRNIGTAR
CRFR2-BP ag: CRF-BP/CRF-R2 complex agonism | 350,000 tested, 0.46% active | HEK293 CRF-R2/CRF-BP, calcium dye fluorescence (FLIPR); percent of saturating CRF peptide response | activation, % at 13.2 µM;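 active = activation of at least 50%, plus an integration ratio under a set limit after plate pattern correction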;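 note: plate controls were neutral control wells without compound for no effect and CRF at EC100 for full effect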
TAAR1 ag: agonists of human TAAR1. CHO RD-HGA16 TAAR1, Fluo-8 calcium fluorescence; vehicle wells 0%, saturating PEA agonist 100%. Q96RJ0. 360,000 tested, 0.99% active. AID 624467. activation, % at 3 µM;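 active = activation above the mean activation of all test compounds in the run plus 3 SD, cut at about 38% in these data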
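System: CHO RD-HGA16 cells carrying human TAAR1 plus Gα16; Incubation: 17-24 h seeding, 75 min 37 °C dye, 30 min RT; Measured by: Fluo-8 fluorescence, 5 s baseline then 140 s kinetic read; Control set: DMSO and PEA EC100; Replication: single well for each compound.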
M5 ag: CHRM5 agonism in calcium assay; P08912; CHO-K1 hM5 cells, Fluo-8 calcium fluorescence; 0% DMSO wells, 100% maximal acetylcholine response; activation, % at 3 µM; 360,000 tested, 0.19% active;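 active = activation above the run's mean over test compounds plus 3 SD, cut at about 23% in these data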;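 note: signal is peak over basal fluorescence ratio across the kinetic read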
Target sequence (P08912 whole entry, looked up): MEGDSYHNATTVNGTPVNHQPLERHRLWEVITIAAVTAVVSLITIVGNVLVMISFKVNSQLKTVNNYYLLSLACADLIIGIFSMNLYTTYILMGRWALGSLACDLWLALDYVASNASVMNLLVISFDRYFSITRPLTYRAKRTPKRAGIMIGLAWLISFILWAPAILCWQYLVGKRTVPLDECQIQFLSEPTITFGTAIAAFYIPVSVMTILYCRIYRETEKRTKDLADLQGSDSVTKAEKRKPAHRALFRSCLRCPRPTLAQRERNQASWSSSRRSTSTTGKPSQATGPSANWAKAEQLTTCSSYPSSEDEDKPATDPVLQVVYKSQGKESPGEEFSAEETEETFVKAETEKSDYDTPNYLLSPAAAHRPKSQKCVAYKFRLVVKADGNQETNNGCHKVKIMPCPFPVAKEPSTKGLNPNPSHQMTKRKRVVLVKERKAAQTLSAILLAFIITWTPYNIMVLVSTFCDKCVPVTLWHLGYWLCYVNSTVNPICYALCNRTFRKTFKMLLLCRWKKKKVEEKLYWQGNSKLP
M5 antag: blocks acetylcholine activation of human M5 receptor | 360,000 tested, 0.59% active | AID 624040 | CHO-hM5 cells, Fluo-8 calcium fluorescence, ACh EC80 | inhibition, % at 3 µM | P08912;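 active = inhibition above a per-plate cutoff, the mean of that plate's test compounds plus 3 SD, cut at about 27% in these data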;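 note: 0% = acetylcholine EC80 with DMSO and 100% = DMSO without agonist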
CHRM5 PAM: potentiates acetylcholine response at human M5 receptor | P08912 | CHO-K1 hM5, Fluo-8 calcium, ACh EC20 PAM; 0% = ACh EC20, 100% = ACh EC100 | activation, % at 3 µM | 360,000 tested, 0.3% active | AID 624038;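 active = activation above the run cutoff, the mean activation of all test compounds plus 3 SD, cut at about 18% in these data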
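system = human M5 receptor in CHO-K1 cells | compound = one concentration, 3 µM final (nominal) | schedule = Post-acetylcholine fluorescence recording 140 s | signal = Fluo-8 calcium dye fluorescence, kinetic read | benchmarks = low control EC20 acetylcholine (0%), high control EC100 acetylcholine (100%) | repeats = singlicate, one well per test compound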
CHO-K1 Ca PAM: M1 PAM counterscreen hit in parental CHO-K1 cells; 360,000 tested, 0.02% active; activation, % at 3 µM; ATP EC20, Fluo-8 calcium fluorescence; 0% at ATP EC20, 100% at ATP max;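 active = activation above the run cutoff, the mean activation of all test compounds plus 3 SD, cut at about 40% in these data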;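 note: peak over basal fluorescence ratio in a 140 s read after ATP addition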
CRFBP-R2 block: antagonists of CRF-binding protein/CRF-R2 receptor complex | HEK293 CRF-R2/CRF-BP, CRF-induced calcium fluorescence | inhibition, % at 11.8 µM | 350,000 tested, 0.59% active;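 active = inhibition of the ligand-induced calcium signal above about 50% at the single tested concentration, limit read from the data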
* = called active by the depositor; / = not tested or not shown.

SMILES	TAAR1 antagonist	M4 PAM	CRFR2-BP ag	TAAR1 ag	M5 ag	M5 antag	CHRM5 PAM	CHO-K1 Ca PAM	CRFBP-R2 block
O=C(/C=C/c1ccc2c(c1)OCCCO2)c1ccc2ccccc2c1O	-6.6	6.7	-1.0	-0.1	-3.7	-3.4	-1.0	10.3	15.4
COC(=O)/C=C1\S/C(=N/NC(=O)c2ccc(OC)cc2)NC1=O	2.4	3.5	-2.1	14.7	-1.4	30.1*	-11.7	-11.0	-6.3
CCOC(=O)C1CCN(C(=O)COC(=O)Cc2ccc(Cl)cc2)CC1	-6.6	-0.9	0.5	0.2	-0.1	10.1	-2.6	15.2	-6.4
O=C(c1ccccc1)N1CCN(C(=O)c2cccnc2)CC1	-24.9	-3.5	-0.3	1.7	0.9	6.7	-1.7	12.0	8.1
Cc1nc(S(=O)(=O)N2CCN(C3c4ccccc4-c4ccccc43)CC2)cn1C	-8.5	-3.8	-0.7	2.8	-5.7	-10.5	4.2	20.5	-6.0
CCN(C(=O)c1cccs1)c1nnc(-c2ccncc2)s1	8.4	-0.7	-0.9	15.5	2.5	-4.3	-7.2	8.9	6.7
Cc1ccc2nc(-c3ccc(NC(=S)NC4CC(C)(C)NC(C)(C)C4)cc3)sc2c1	32.4	1.1	0.1	9.9	0.9	9.1	-12.1	16.3	-8.2
Cc1cc(NC(=O)/C=C/C(=O)N(CC(=O)NC2CCCC2)c2ccc(F)cc2)no1	-24.4	-4.9	-1.1	4.3	4.1	17.4	0.5	8.8	-10.5
CC(=O)Nc1ccc(SCC(=O)N2CCN(S(=O)(=O)c3ccccc3)CC2)cc1	13.8	0.9	0.5	-1.4	-2.8	9.0	1.1	19.5	8.2
Cc1ccc(OCCOCCNC(C)(C)C)c([N+](=O)[O-])c1	-2.4	-0.7	0.6	-0.5	-5.3	2.5	1.0	8.3	3.2
O=C(NCCn1cc(SCc2ccccc2)c2ccccc21)c1ccccc1F	63.6*	-5.3	-2.1	1.1	2.6	7.9	-15.2	18.6	16.6
CCOC(=O)N1CCN(C(=O)c2ccc(SC)cc2OC)CC1	-22.5	1.6	0.4	1.0	-1.2	6.4	-0.7	20.3	9.8
Cc1cc(O)ccc1-c1cc(C(=O)NCc2ccc(F)cc2)[nH]n1	32.3	2.3	/	49.0*	33.5*	-11.8	-2.7	-2.6	/
CCCCNS(=O)(=O)c1ccc2nc(SCC(=O)Nc3sccc3C#N)[nH]c2c1	47.5	-11.6	-0.2	27.7	3.0	13.8	-42.6	11.6	-31.2
Cc1cc(C(=O)CC#N)c(C)n1-c1c(C)n(C)n(-c2ccccc2)c1=O	5.7	-2.9	-1.0	7.0	-5.6	-3.6	-3.9	-12.0	10.5
CC(C)CC(=O)N=C1SC2CS(=O)(=O)CC2N1Cc1ccccc1 (stereo unspecified)	-18.4	2.2	-1.4	4.4	1.3	-2.1	5.8	11.1	0.5
Cc1c(CCOC(=O)CC23CC4CC(CC(C)(C4)C2)C3)sc[n+]1CC(=O)c1ccccc1	7.0	-15.9	10.0	-0.6	-13.1	12.9	-9.3	7.1	-24.2
O=C(NCCCn1ccnc1)/C(=C\c1cccnc1)NC(=O)c1ccccc1Br	0.4	-0.8	0.0	-2.5	-0.7	4.3	-5.5	-12.3	7.0
C[N+]1(C2CCC3CCC2C3O)CCCC1 (stereo unspecified)	-7.9	0.8	1.1	1.0	-2.3	1.4	-1.2	19.7	-4.5
O=[N+]([O-])c1cccc(S(=O)(=O)Nc2cccc(-c3ccc(N4CCCC4)nn3)c2)c1	-27.9	4.7	-2.7	-1.2	-5.6	1.3	0.1	13.2	33.3
O=C(COC(=O)Cc1ccc(F)cc1)NC(=O)NC1CCCC1	5.3	4.9	-1.4	9.6	-0.1	5.3	-2.2	-21.7	-5.1
O=C(CN1CCCCC1)N1CCc2ccccc21	-23.9	-7.3	-1.8	-1.1	0.0	-1.5	-2.1	5.4	3.4
Cc1ccsc1/C=C(\C#N)C(=O)NC1CCS(=O)(=O)C1 (stereo unspecified)	-6.7	-4.0	-0.3	1.2	-1.0	7.6	0.6	11.6	-3.7
O=C(NCCCN1CCOCC1)NC1CCCCC1	-8.4	15.7	0.5	5.5	-2.6	-9.7	2.0	10.5	-19.6
Cc1cccc(-n2c(N)cc(=O)[nH]c2=S)c1C	6.8	6.1	3.6	3.4	-1.3	-4.8	-7.7	19.9	5.0
Next section.
SMILES	TAAR1 antagonist	M4 PAM	CRFR2-BP ag	TAAR1 ag	M5 ag	M5 antag	CHRM5 PAM	CHO-K1 Ca PAM	CRFBP-R2 block
CCCCCC(=O)N1C[C@H](O)[C@@H](n2cc(COC(=O)c3ccccc3)nn2)C[C@@H]1c1ccc(C)cc1	24.1	-9.3	2.1	1.1	-1.2	1.2	-5.1	3.5	25.3
COc1ccc(C)cc1NC(=O)Nc1ccc2c(c1)CCC2	15.3	-5.1	-0.3	-2.5	-5.8	3.8	-4.6	-2.6	8.9
CCC(CC)C(=O)Nc1ccc(C(=O)c2ccccc2)cc1	-0.7	-1.7	-2.9	1.8	-4.0	-3.5	1.6	15.0	-9.0
O=C(Nc1ccc(S(=O)(=O)Nc2ncccn2)cc1)c1nn(Cc2ccccc2)c(=O)c2ccccc12	-25.9	21.8	-0.2	0.1	-2.2	-12.7	11.2	-1.7	-14.2
O=S(=O)(Nc1ccc(S(=O)(=O)N2CCOCC2)cc1)c1ccccc1	6.1	3.4	-0.2	1.3	-4.0	-2.3	2.2	20.9	13.8
Cn1cc(C2CC(c3ccccc3)=NN2C(=O)c2ccccc2)c2ccccc21 (stereo unspecified)	-18.2	-7.3	1.7	-2.3	-2.2	-7.1	1.5	25.4	3.4
COc1ccc(C)cc1NC(=O)CN1CCN(S(=O)(=O)c2ccc(Br)cc2)CC1	12.3	-4.6	1.3	-0.7	-2.0	3.6	-2.5	6.6	5.5
O=C(CSc1ccccn1)N1CCN(c2ncc(C(F)(F)F)cc2Cl)CC1	-39.0	-14.8	-0.1	2.4	-5.3	17.8	-6.5	1.9	0.2
Cc1ccc2c(ccc(=S)n2C)c1	20.9	6.7	28.0	-1.3	-3.0	-11.8	-4.3	0.5	-60.2
Cc1nn(C(C)C(=O)NC2CCCCCC2)c(=O)c2nn(-c3ccccc3)c(C)c12 (stereo unspecified)	-34.3	1.5	-1.5	12.8	-5.5	5.2	-2.7	14.5	6.3
CCc1c(C)nc(SCc2cccnc2)[nH]c1=O	/	3.5	-0.2	/	-2.8	-7.2	0.2	9.6	-5.4
CCOC(=O)N1CCC(n2c(SCC(=O)OCc3ccccc3)nc3ccsc3c2=O)CC1	10.3	12.5	-0.2	0.5	-3.3	15.1	11.2	-3.9	41.9
CC(=O)Nc1ccc(NC(=O)c2ccccc2N(C)S(=O)(=O)c2ccccc2)cc1	-3.9	-2.6	-2.5	2.3	-2.5	12.4	-1.6	10.2	0.4
O=C(NC1CCS(=O)(=O)C1)Oc1ccc(Cl)cc1 (stereo unspecified)	-9.4	12.3	0.7	4.0	0.8	-5.0	0.7	18.4	-7.0
CC(C)(C)S(=O)(=O)c1c(C(=O)O)cccc1C(=O)O	-10.4	4.0	-1.0	5.9	-1.2	-3.5	-0.7	12.8	11.5
O=C(CSc1nnc(-c2ccccc2)o1)c1ccc2c(c1)OCCO2	-23.1	4.7	-1.0	5.4	-1.8	-13.9	-6.9	15.8	0.9
COC(=O)c1sccc1-n1cccc1C(=O)C(=O)N1CCCC1	5.7	-2.3	-3.7	3.7	-1.9	7.0	0.7	7.7	24.7
O=C(CCNC(=O)N1CCn2c1nc1ccccc12)NCc1ccccc1Cl	-47.2	-0.1	1.2	16.3	-2.8	12.6	-5.7	-6.0	1.8
CNC(=O)/C(C#N)=C/c1c(N2CCN(c3ccccc3)CC2)nc2c(C)cccn2c1=O	0.4	0.6	-1.3	10.3	-4.0	10.4	-6.4	5.6	0.1
CCC1C(=O)N=C(SCC(=O)Nc2cccc3ccccc23)NC1=O (stereo unspecified)	14.3	28.1*	-0.4	8.8	0.8	-7.4	4.8	8.3	11.3
CC(C)C[C@@H](CN1CCCC1CN1C(=S)NC[C@@H]1Cc1ccc(O)cc1)N1C[C@H](Cc2ccccc2)N(CCc2ccccc2)C1=S (stereo partly specified)	-35.3	-0.5	0.1	-1.2	1.1	-2.8	0.0	-4.8	-4.2
COc1cccc(-c2nc3ccc(C(=O)NC(C)Cc4cccnc4)cc3o2)c1 (stereo unspecified)	21.6	-3.5	17.9	8.6	-2.5	9.7	0.7	-11.4	-6.4
O=C(c1cc2ccccc2c(=O)o1)N1CCCCCC1	11.2	6.7	-1.1	0.7	-0.8	1.1	-3.5	13.2	9.5
Cc1ccccc1S(=O)(=O)NCc1ccc(N2CCN(C)CC2)cc1	-4.5	-4.0	1.5	2.4	-2.5	-4.7	0.8	2.5	-9.7
COC(=O)C1=CNC=C(C(=O)OC)C1c1ccccc1Cl	-15.0	3.1	-0.9	-1.1	-4.2	-3.5	1.1	20.0	13.4

Reprinted from the part before: two compounds, followed by the next part.
SMILES	TAAR1 antagonist	M4 PAM	CRFR2-BP ag	TAAR1 ag	M5 ag	M5 antag	CHRM5 PAM	CHO-K1 Ca PAM	CRFBP-R2 block
Cc1ccccc1S(=O)(=O)NCc1ccc(N2CCN(C)CC2)cc1	-4.5	-4.0	1.5	2.4	-2.5	-4.7	0.8	2.5	-9.7
COC(=O)C1=CNC=C(C(=O)OC)C1c1ccccc1Cl	-15.0	3.1	-0.9	-1.1	-4.2	-3.5	1.1	20.0	13.4
Cc1ccc(C)c(-n2c(-c3cccnc3)n[nH]c2=S)c1	12.7	-0.1	-1.1	7.7	-3.2	7.2	-7.6	-4.2	8.4
O=C(NCC1CCCO1)c1cccc(Br)c1 (stereo unspecified)	-5.4	1.9	-0.1	2.6	1.6	-2.5	8.2	16.5	-7.8
CC(Sc1nc2c(c(=O)n(C)c(=O)n2C)n1Cc1cc2c(cc1Cl)OCO2)C(=O)O (stereo unspecified)	-8.3	8.9	-0.1	0.2	0.2	4.7	0.4	15.7	-1.9
CC(C)CC1Nc2ccc(C(=O)NCCCN3CCCCC3C)cc2NC1=O (stereo unspecified)	-15.1	-2.5	0.8	6.2	-7.8	-1.3	3.0	17.2	0.1
COc1ccc([N+](=O)[O-])cc1NC(=O)Cn1ccsc1=N	3.2	-11.9	-1.4	0.4	-3.9	-5.5	4.3	18.3	0.2
CC(C)CCn1cnc2c(oc3nc4c(cc32)CCCC4)c1=O	22.4	4.0	-1.6	1.1	2.0	-1.4	10.1	21.5	-7.2
O=C(CCS(=O)(=O)c1ccccc1)Nc1nnc(C(F)(F)F)s1	-3.2	-4.9	-0.2	0.6	-1.6	14.2	-4.2	-8.3	-4.9
O=C(O)c1cc2ccccc2cn1	-4.5	5.6	-1.2	1.1	2.1	8.9	0.9	4.4	2.9
